# Compound activity deposited in PubChem BioAssay by National Center for Advancing Translational Sciences (NCATS).
# S2 tox = reduces viability in counter-screen for ATXN expression inhibitors | S2 cells (HEK-293 line with an ATXN2-luciferase reporter) viability, CellTiter-Fluor protease fluorescence, 24 h | Potency, µM (series often up to 56.7 µM), actives largely listed as cytotoxic | 400,000 tested, 0.49% active; note: potency is the fitted concentration of half-maximal effect; nearly all actives have a fitted effect of over 40% in size
# Nrf2 inh = inhibitors of Nrf2 signaling. A549 ARE-Fluc reporter, luciferase luminescence, 18-24 h. Potency, µM (titrated, usually from 46 µM), for the others: at the top dose activity change, negative = inhibition, usual class: inhibitors. 360,000 tested, 2.1% active; note: potency is the fitted concentration of half-maximal effect; % is set by controls: 0 for no effect and ±100 for the full control effect; nearly all actives have a fitted effect of over 60% in size
#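 Two sequential reads on A549 ARE_Fluc cells exposed to compound for 18-24 h: a CellTiter-Fluor fluorescence read for viability, then a luciferase luminescence read for Nrf2/ARE activity.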
# Nrf2 ARE act = activates Nrf2 signaling | 410,000 tested, 0.31% active | Potency, µM (top dose mostly 46.1 µM), without a hit: top-dose activation, hits mostly activators | AREc32 ARE-luciferase reporter (MCF7-derived line), luminescence, 24 h; note: potency is the fitted concentration of half-maximal effect; % of control where 0% means no effect; nearly all actives have a fitted effect of over 65% in size
#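 Each well held 1000 AREc32 cells, which were incubated with compound for 24 hr at 37 deg C after overnight attachment, and ARE reporter activity was quantified by firefly luciferase luminescence.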
# pAkt inh = blocks phosphorylation of Akt; Neuro2A IGF-stimulated pAkt S473 HTRF, 20 min; stronger effect = lower value; AID 651550; 360,000 tested, 0.32% active; activity change, % for hits at 50 µM; in the data active = activity change below about -80%; inconclusive = mostly about -51% to -80%; note: % is set by controls: 0 for no effect and ±100 for the full control effect
#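 Single-point screen (50 µM final compound) in Neuro2A cells stimulated 20 min with 6 nM IGF at 37 deg C. After lysis, Ser473-phosphorylated Akt read by HTRF (ex 330 nm, em 615/665 nm) as the 665/615 ratio.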
# MmCpn inh = M. maripaludis TRiC chaperonin inhibition. purified Mm-Cpn ATPase, ADP Transcreener TR-FRET. Potency, µM (doses to about 76.9 µM), without a hit: top-dose activity, negative = inhibition, usual class: inhibitors. 330,000 tested, 0.031% active; note: potency is the fitted concentration of half-maximal effect; % is set by controls: 0 for no effect and ±100 for the full control effect; nearly all actives have a fitted effect of over 80% in size
#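 TR-FRET (320 nm excitation; 590 and 665 nm emission) reports ADP made from 10 uM ATP by 25 nM enzyme; compounds were preincubated 10 min, reaction run 30 min, both at 37°C.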
# CCT chaperon mod = modulators of cytosolic chaperonin (CCT/TRiC) activity; purified chaperonin ATPase assay, HTRF ADP detection, 30 min; activity change, % (no concentration beside the values), hits read low; 360,000 tested, 0.3% active; in the data active = activity change below about -30%; note: % is set by controls: 0 for no effect and ±100 for the full control effect
#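 TRiC (40 or 20 nM final, by batch activity) in 30 mM Tris pH 7.4, 100 mM KCl, 5 mM MgCl2, 1 mM DTT was treated with compound at 76 uM single dose, then 10 uM ATP, 30 min at 37 °C. ADP was read by HTRF Transcreener.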
# HepG2 viability = HepG2 cytotoxicity, counter-screen for TGF-b inhibitors. 410,000 tested, 0.76% active. HepG2 CAGA-GFP viability, ATP luminescence, 18 h. Potency, µM (highest dose often 46.1 µM), for inactives: top-dose activity change, negative = cytotoxicity, usual class: cytotoxic; note: potency is the fitted concentration of half-maximal effect; some results filed as inactive show a strong effect at the top dose
#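 CellTiter-Glo luminescence gave cytotoxicity after 18 hours at 37 degrees C. The cells were HepG2 CAGA-GFP in 1% FBS DMEM, stimulated with 500 pg/mL TGF-beta after compound addition. %Activity was normalised to no-cell wells (complete cell-killing) and DMSO (no toxicity), and curves were fitted and classified.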
# A549 viability = counter-screen for Nrf2 inhibitors: cytotoxicity in A549 cells; Potency, µM (highest dose often 46 µM), for inactives: top-dose activity change, negative = cytotoxicity, actives largely listed as inhibitors; 390,000 tested, 0.16% active; A549 ARE-Fluc cells, CellTiter-Fluor viability, 18-24 h; note: potency is the fitted concentration of half-maximal effect; % is set by controls: 0 for no effect and ±100 for the full control effect
#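 A549 ARE-Fluc cells in 5% FBS OPTI-MEM, 5000 cells/well, rested 2 h then exposed to compounds in concentration-response for 18-24 h at 37 °C. Viability by CellTiter-Fluor fluorescence (Ex 405/Em 525) after 30 min; luciferase luminescence (BugLite, 15 min, RT) read afterwards.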
# TGFb inhibitor = TGF-b pathway inhibition; HepG2 CAGA-GFP TGF-b/SMAD3 reporter, GFP fluorescence, 18 h; TGF-beta stimulated, 500 pg/mL final; Potency, µM (top dose mostly 46.1 µM), for the others: top-dose activity, negative = inhibition, usual class: inhibitors; 410,000 tested, 1.2% active; AID 588855; note: potency is the fitted concentration of half-maximal effect; % is set by controls: 0 for no effect and ±100 for the full control effect; nearly all actives have a fitted effect of over 65% in size
#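 Per well, imaged GFP fluorescence of HEPG2 CAGA-GFP cells gives the signal; cells get compound, then TGF-beta (500 pg/mL final), 18 h at 37 degrees C; %Activity versus -TGF-beta and +DMSO controls.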
# * hit, by the source's call; i = inactive; ? = inconclusive; . = no result given; & = joins results of further samples; [ ] = remark or other dose. Unless noted, calls come from the whole dose curve; as a rule, active = well fitted curve in the direction sought with a large enough effect; inconclusive = small, poorly fitted or top-dose-only effect, or another doubt; inactive = no such curve, though single readings can be large; an effect the other way counts as inactive or inconclusive.
SMILES,S2 tox,Nrf2 inh,Nrf2 ARE act,pAkt inh,MmCpn inh,CCT chaperon mod,HepG2 viability,A549 viability,TGFb inhibitor
O=C(NC1CCCc2ccccc21)c1ccc(Br)cc1 (stereo not drawn),i,4%,-0.2%[9.22 µM],i,0%,-3.5,-3%,12%,?
NC(=O)CNC1CC(=O)N(CCc2ccccc2)C1=O (stereo not drawn),i,17%,-0.6%,i,-3%,2.1,-7%,10%,5%
CC(=O)c1ccc(OCCCC(=O)Nc2cccc(S(=O)(=O)N(C)C)c2)cc1,i,1%,0.8%,i,-1%,-0.7,-22%,8%,-3%
CNS(=O)(=O)c1ccc(NC(=O)c2ccc(Cl)cc2Cl)cc1,i,-1%,-0.2%,i,0%,2.8,-4%,-4%,-17%
Nc1c(C(=O)Nc2ccccc2)sc2nc3c(cc12)CN(Cc1ccccc1)CC3,i,12%,3.5%,.,.,.,1%,-3%,40%[activator]
CCN(CC)c1ccc2oc(=O)c(C)nc2c1,?,-24%,?,i,-11%,-0.5,-45%,?,?
N#Cc1ccccc1NC(=O)C1SC(=Nc2ccccc2)C(C(=O)Nc2ccc(Cl)cc2)=C1N (stereo not drawn),i,-7%,0.9%,i,2%,1.3,-97%,-11%,?
COc1ccc(-c2cc(C(=O)Oc3ccccc3)c3cc(C)ccc3n2)cc1,.,-26%,-2.6%,.,.,.,-35%,6%,?
COc1ccc(CC(=O)OCC(=O)NC2CCCC(C)C2C)cc1OC (stereo not drawn),i,-1%,0.0%,i,1%,-5.4,5%,9%,11%
COc1ccc(CNC(=O)C2(CC(=O)NC(C)(C)C)CCCC2)cc1,i,7%,0.4%,i,-2%,-0.6,8%,-3%,14%
CCOC(=O)c1c(NC(=O)CSc2nnc(C)o2)sc(C)c1C,i,12%,-0.3%,i,0%,0.4,-21%,2%,1%
O=C(NCCc1ccco1)C(=O)NCCC1CCCCN1S(=O)(=O)c1ccccc1 (stereo not drawn),?,4%,2.4%,i,2%,-1.0,3%,1%,-11%
CCOC(=O)CN1C(=O)S/C(=C\c2ccc(-c3ccc(C(=O)O)c(Cl)c3)o2)C1=O,i,-7%,-0.1%,i,-2%,0.5,6%,?,12%
CC1(C)OC(=O)C2=C(C[C@@H](CCC(F)(F)F)O[C@H]2c2ccc(F)cc2)O1,i,.,-0.2%,i,.,1.8,-31%,.,-13%
Cc1ccc(S(=O)(=O)NN=C2CCN(Cc3ccccc3)CC2)cc1,i,-16%,0.0%,i,-2%,-0.2,-2%,1%,1%
CCO[C@H]1OC(C(=O)N2CCN(C)CC2)=C[C@@H](c2csc3ccccc23)[C@@H]1CCCO,i,-14%,3.7%,i,.,1.0,-5%,-7%,5%
CCOCC(=O)Nc1cccc(OC)c1,i,.,3.0%,i,1%,-1.6,10%,10%,4%
CNS(=O)(=O)c1c(C)cc(C)c(N(C)S(=O)(=O)c2ccccc2)c1C,i,?,0.2%,i,-3%,-0.9,0%,-5%,4%
Cc1ccc(C(=O)NCc2ccco2)cc1S(=O)(=O)N1CCCCC1,i,-8%,5.5%,i,0%,0.7,-5%,5%,-12%
COc1cccc(NC(=O)N2CCCC2)c1,i,2%,-0.3%,i,2%,-5.9,15%,-14%,3%

# Part of the list above, limited to CCT chaperon mod and A549 viability.
SMILES | CCT chaperon mod | A549 viability
O=C(NC1CCCc2ccccc21)c1ccc(Br)cc1 (stereo not drawn) | -3.5 | 12%
NC(=O)CNC1CC(=O)N(CCc2ccccc2)C1=O (stereo not drawn) | 2.1 | 10%
CC(=O)c1ccc(OCCCC(=O)Nc2cccc(S(=O)(=O)N(C)C)c2)cc1 | -0.7 | 8%
CNS(=O)(=O)c1ccc(NC(=O)c2ccc(Cl)cc2Cl)cc1 | 2.8 | -4%
Nc1c(C(=O)Nc2ccccc2)sc2nc3c(cc12)CN(Cc1ccccc1)CC3 | . | -3%

# Additional records
SMILES,S2 tox,Nrf2 inh,Nrf2 ARE act,pAkt inh,MmCpn inh,CCT chaperon mod,HepG2 viability,A549 viability,TGFb inhibitor
CCN(CC(=O)Nc1c(F)cccc1F)C(=O)/C=C/c1ccc(C)o1,i,-7%,-0.1%,i,2%,-4.8,2%,0%,-7%
COc1ccc(-n2ncc(C(=O)N3CCN(C4CCCCC4)CC3)c2C2CCN(C(=O)OC(C)(C)C)CC2)cc1,.,23%,8.9%,.,.,.,-36%,0%,?
CCOc1nc(NC(=O)NS(=O)(=O)c2ccccc2F)nc(-c2ccccc2)n1,i,?,0.3%,i,0%,-1.8,0%,8%,7%
Cc1cc(NC(=O)CSCC(=O)Nc2nc3c(C)cccc3s2)no1,i,-2%,9.9%,i,-4%,-1.8,-14%,-4%,1%
O=C(CN1CCN(c2ccccc2O)CC1)Nc1ccc2c(c1)OCCCO2,i,3%,-0.4%,i,-2%,-1.2,-3%,0%,-22%
COC(=O)c1ccc(/C=C2/SC(=S)N(CCC(=O)NCCCN3CCOCC3)C2=O)cc1,?,?,0.0%,i,2%,-0.1,-2%,-29%,-2%
COCC(=O)Nc1cc(=O)n(C)c(=O)n1C,i,2%,-0.8%,i,0%,-0.4,-2%,0%,-5%
O=S(=O)(NCCSc1ccccn1)c1ccc(Br)cc1,i,3%,0.3%,i,3%,-1.9,4%,-1%,3%
Cc1ccc(S(=O)(=O)CCc2nnc(NC(=O)c3cccs3)s2)cc1,i,0%,0.5%,i,-4%,-18,6%,1%,-1%
COc1ccc(NC(=O)Cn2c(=O)n(-c3ccc(OC)cc3)c(=O)c3ccc(C(=O)NCc4ccc(C)cc4)cc32)cc1,i,-15%,0.5%,.,.,.,10%,-11%,-7%
COc1ccc(-c2nc(CS(=O)(=O)CC(=O)NCCCN3CCOCC3)c(C)o2)cc1,i,7%,-0.3%,i,2%,-4.1,-3%,1%,-15%
CCCC(=O)N1CCN(c2ccc(NC(=O)c3ccc4c(c3)OCCO4)cc2)CC1,i,-4%,-1.7%,i,4%,-0.7,-22%,2%,-16%
COc1ccc(NC(=O)NN2CCN(C)CC2)cc1,i,16%,0.3%,i,-1%,-0.4,7%,0%,2%
O=C(Nc1cccc(NC(=S)NC(=O)c2cccs2)c1)c1ccccc1,?,-5%,2.3%,i,-2%,-4.6,0%,1%,5%
COc1cc2[nH]c(=O)n(CCCCCC(=O)NCCCN3CCC(C)CC3)c(=O)c2cc1OC,i,9%,-0.8%,i,0%,-2.1,-6%,-3%,3%
C=CCN(Cc1cc(OC)ccc1OC)S(=O)(=O)N(C)C,i,.,0.2%,i,1%,-4.3,-48%,11%,24%
COC(=O)c1cc(S(=O)(=O)n2nc(C)c(Br)c2C)c(Cl)cc1Cl,i,-6%,3.2%,i,1%,-3.0,32%,-2%,2%
CCN(CC(=O)NCc1cccs1)C(=O)c1cccc(S(=O)(=O)Nc2ccccc2OC)c1,i,5%,-0.3%,i,-2%,0.6,3%,-4%,2%
Cc1ccccc1OCC(=O)OCC(=O)c1ccc[nH]1,.,1%,-0.6%,i,0%,0.4,0%,3%,9%
COc1ccc(-c2ccc(CCC(=O)O)n2-c2ccccc2O)cc1,?,17%&13%,13%&18%,i,0%,-0.7,-13%&-7%,-9%&-14%,?
Cc1ccc(C(=O)NCCCN2CCOCC2)cc1,i,?,3.2%,.,.,-0.6,16%,1%,7%
Cc1cc(Nc2ccccc2C(=O)O)n(-c2cccc(Cl)c2)n1,i,-18%,-0.1%,i,-1%,0.8,-6%,6%,-19%
CCN(CC)C(=O)c1cnn(-c2ccccc2)c1NC(=O)c1cccs1,i,11%,-0.7%,i,1%,-0.5,5%,-1%,0%
CC1(CC(=O)N/N=C/c2cc(Br)c(O)cc2O)OCCO1,i,?,-1.0%,i,-2%,0.7,-15%,-23%,3%
Cc1cc(C)c(NC(=O)CCN2CCN(Cc3ccccc3)CC2)c(C)c1,i,2%,-0.2%,i,.,0.7,-28%,-1%,0%
CCOc1ccc(NC(=O)Nc2cccnc2)cc1,i,8%,2.0%,i,1%,1.3,-70%,-5%,-40%
O=C(c1ccc2oc(CCc3ccccc3)nc2c1)N1CC[C@H](O)C1,i,10%,-0.3%,i,-7%,1.2,-10%,4%,1%
C=CCNC(=O)C1(c2ccccc2)CC1(Cl)Cl (stereo not drawn),i,9%,2.9%,i,0%,1.7,6%,1%,12%
CC(=O)c1ccc(NCC(=O)N2CCN(c3ccccc3)CC2)cc1,i,.,-0.6%,i,-7%,0.8,-6%,0%,-11%
O=C(CN1C(=O)CCS(=O)(=O)c2ccccc21)Nc1cccc(F)c1,i,26%,-0.8%,i,.,-6.9,1%,3%,11%
Cc1nn(-c2ccccc2)c(C)c1CN(C)C(=O)c1ccc(S(=O)(=O)NCc2ccco2)cc1,i,-22%,0.2%,i,1%,1.8,0%,0%,-5%
O=C(CCC(=O)Nc1ccccc1)N/N=C/C=C/c1ccccc1,i,17%,4.5%,i,2%,-0.2,9%,15%,8%
Cc1c(NC(=O)c2ccc(=O)oc2)c(=O)n(-c2ccccc2)n1C,i,8%,?,i,-4%,0.2,-8%,-4%,-12%
CSc1n[nH]c(NC(=O)c2c(-c3c(Cl)cccc3Cl)noc2C)n1,i,8%,-0.4%,i,0%,0.0,4%,1%,-8%
N#Cc1cc2c(nc1SCc1ccccc1)CCCCC2,i,5%,-0.3%,i,3%,-0.2,0%,1%,0%
O=Cc1ccc(OCCOc2ccc([N+](=O)[O-])cc2)cc1,i,-19%,-0.5%,i,-2%,-0.1,-20%,0%,-8%
